ATXN viability – cell viability loss in ATXN counter-screen | S2 cells (HEK-293 line with an ATXN2-luciferase reporter) viability, CellTiter-Fluor protease fluorescence, 24 h | Potency, µM (doses to about 56.7 µM), hits mostly cytotoxic | actives 0.49% (n = 400,000) | AID 651635; further: nearly all actives have a fitted effect of over 40% in size
EPAC2 antag – blocks human EPAC2 exchange factor. Q8WZA2. EPAC2 GEF exchange of Rap1B-BODIPY-GDP, fluorescence. Potency, µM (top dose mostly 114 µM), without a hit: top-dose activity, negative = inhibition, most hits filed as inhibitors. actives 0.18% (n = 360,000). AID 720708; further: on the % scale 0 is the no-effect control and ±100 the full control effect; nearly all actives have a fitted effect of over 45% in size; many of its hits are not listed in these tables
Target sequence (Q8WZA2 whole entry, looked up): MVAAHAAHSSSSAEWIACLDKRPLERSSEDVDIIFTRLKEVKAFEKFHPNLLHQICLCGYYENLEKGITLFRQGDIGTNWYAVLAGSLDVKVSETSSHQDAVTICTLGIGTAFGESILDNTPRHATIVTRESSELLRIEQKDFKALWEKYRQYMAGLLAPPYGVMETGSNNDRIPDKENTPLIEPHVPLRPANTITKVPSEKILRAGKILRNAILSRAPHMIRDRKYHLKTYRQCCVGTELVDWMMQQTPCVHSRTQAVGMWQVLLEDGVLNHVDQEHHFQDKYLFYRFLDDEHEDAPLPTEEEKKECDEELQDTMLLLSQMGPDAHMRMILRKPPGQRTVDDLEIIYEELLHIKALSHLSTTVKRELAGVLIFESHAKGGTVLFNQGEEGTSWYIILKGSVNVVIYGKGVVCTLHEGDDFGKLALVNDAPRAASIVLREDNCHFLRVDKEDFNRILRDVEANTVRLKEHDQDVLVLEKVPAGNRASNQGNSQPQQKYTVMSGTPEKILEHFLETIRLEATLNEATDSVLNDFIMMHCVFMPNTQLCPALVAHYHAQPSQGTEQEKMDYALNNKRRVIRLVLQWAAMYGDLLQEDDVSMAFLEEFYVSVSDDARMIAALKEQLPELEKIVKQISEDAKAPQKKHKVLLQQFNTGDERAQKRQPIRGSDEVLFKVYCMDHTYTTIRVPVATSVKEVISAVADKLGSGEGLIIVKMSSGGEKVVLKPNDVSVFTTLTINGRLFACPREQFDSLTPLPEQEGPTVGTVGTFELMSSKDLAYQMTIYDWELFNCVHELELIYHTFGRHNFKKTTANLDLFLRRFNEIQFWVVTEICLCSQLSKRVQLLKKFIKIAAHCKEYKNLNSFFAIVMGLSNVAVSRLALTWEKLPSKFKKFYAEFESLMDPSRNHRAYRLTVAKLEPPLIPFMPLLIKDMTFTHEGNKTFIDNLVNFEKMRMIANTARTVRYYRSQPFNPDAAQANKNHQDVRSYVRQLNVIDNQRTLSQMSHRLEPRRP
ATXN2 expr inh – inhibitors of ATXN2 expression; HEK-293 ATXN2-luciferase reporter, luminescence, 24 h; actives 0.72% (n = 360,000); Potency, µM (titrated, usually from 57 µM), without a hit: at the highest dose activity change, negative = inhibition, actives largely listed as inhibitors; further: on the % scale 0 is the no-effect control and ±100 the full control effect; nearly all actives have a fitted effect of over 55% in size
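ATXN2-luciferase reporter cells (luciferase flanked by upstream and downstream ATXN2 gene portions) were treated 24 h at 37 °C with compounds at up to 57 uM. SteadyGlo luminescence gave expression; GF-AFC fluorescence gave viability.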
Nrf2 block – Nrf2 pathway inhibition; A549 ARE-Fluc reporter, luciferase luminescence, 18-24 h; Potency, µM (highest dose often 46 µM), for inactives: top-dose activity change, negative = inhibition, usual class: inhibitors; actives 2.1% (n = 360,000); AID 504444; further: on the % scale 0 is the no-effect control and ±100 the full control effect; nearly all actives have a fitted effect of over 60% in size
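Quantitative HTS in A549 cells stably bearing an antioxidant response element-firefly luciferase construct. Inhibition of Nrf2-driven transcription was scored by luminescence after 18-24 h of compound exposure at 37 °C.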
Nrf2 ARE act – activates Nrf2 signaling | AREc32 ARE-luciferase reporter (MCF7-derived line), luminescence, 24 h | Potency, µM (top dose mostly 46.1 µM), without a hit: at the top dose activation, hits mostly activators | actives 0.31% (n = 410,000) | AID 624171; further: % of control where 0% means no effect; nearly all actives have a fitted effect of over 65% in size
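Nrf2 activation is followed as ARE-luciferase induction in the AREc32 line after one day of compound treatment; luminescence is read with Steady-Glo.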
HepG2 tox – counter-screen for TGF-b inhibitors: cytotoxicity in HepG2 cells | HepG2 CAGA-GFP viability, ATP luminescence, 18 h | Potency, µM (top dose mostly 46.1 µM), for inactives: at the top dose activity change, negative = cytotoxicity, actives largely listed as cytotoxic | actives 0.76% (n = 410,000) | AID 588856; further: some results filed as inactive show a strong effect at the top dose
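CellTiter-Glo luminescence gave cytotoxicity after 18 hours at 37 degrees C. The cells were HepG2 CAGA-GFP in 1% FBS DMEM, stimulated with 500 pg/mL TGF-beta after compound addition. %Activity was normalised to no-cell wells (complete cell-killing) and DMSO (no toxicity), and curves were fitted and classified.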
TGFb SMAD3 inh – inhibitors of TGF-b signaling. HepG2 CAGA-GFP TGF-b/SMAD3 reporter, GFP fluorescence, 18 h; TGF-beta stimulated, 500 pg/mL final. Potency, µM (highest dose often 46.1 µM), inactives show top-dose activity, negative = inhibition, hits mostly inhibitors. actives 1.2% (n = 410,000); further: on the % scale 0 is the no-effect control and ±100 the full control effect; nearly all actives have a fitted effect of over 65% in size
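HEPG2 CAGA-GFP cells (1000/well, DMEM with 1% FBS) were pre-incubated 2 h at 37 degrees C, given compound by pin tool, then stimulated with TGF-beta at 500 pg/mL final for 18 h before per-cell GFP fluorescence imaging.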
MCF10A rerep – DNA re-replication induction in MCF 10a cells | Potency, µM (top dose mostly 46.1 µM), for the others: top-dose activity, positive = re-replication, hits mostly activators | actives 2.9% (n = 350,000) | MCF 10A DNA re-replication, Hoechst nuclear intensity, 48 h; further: % of control where 0% means no effect; nearly all actives have a fitted effect of over 50% in size
A549 tox – counter-screen for Nrf2 inhibitors: cytotoxicity in A549 cells. A549 ARE-Fluc cells, CellTiter-Fluor viability, 18-24 h. actives 0.16% (n = 390,000). Potency, µM (series often up to 46 µM), inactives show at the top dose activity change, negative = cytotoxicity, actives largely listed as inhibitors; further: on the % scale 0 is the no-effect control and ±100 the full control effect
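A549 ARE_Fluc cells in 5% FBS OPTI-MEM were exposed to compounds in concentration-response for 18-24 h at 37 deg C. Viability was read by CellTiter-Fluor fluorescence (Ex 405/Em 525) after 30 min, before the luciferase read.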
Starred values were filed as active, the others as inactive; i = inactive; ? = inconclusive; . = no result given; & = joins results of further samples; ! = a repeat was not active; [ ] = another dose, or the depositor's remark. The call rests on the fitted dose curve; in most records, active means well fitted curve in the direction sought with a large enough effect; inconclusive means small, poorly fitted or top-dose-only effect, or another doubt; inactive means no such curve, though single readings can be large; an effect the other way counts as inactive or inconclusive. Potency means the concentration at half of the fitted maximal effect.

The line under a structure holds: ATXN viability	A549 tox	Nrf2 ARE act	ATXN2 expr inh	MCF10A rerep	EPAC2 antag	HepG2 tox	Nrf2 block	TGFb SMAD3 inh
> COc1ccc(/C=N/NC(=O)c2ccc3nc[nH]c3c2)cc1OC
    i	-3%	-0.3%	.	0%	1%	1%	5%	2%
> C=CCN(c1ccccc1)S(=O)(=O)c1cccc(C(=O)Nc2ncccc2O)c1
    i	6%	0.3%	-10%	-25%	-10%	-7%	0%	-4%
> Cc1csc(Sc2nc3c(c(=O)[nH]c(=O)n3C)n2Cc2ccccc2Cl)n1
    i	-2%	0.3%	7%	13%	5%[57.1 µM]	3%	-12%	3%
> Cc1ccc(O)c(-c2cc(C(=O)Nc3c(C)n(C)n(-c4ccccc4)c3=O)[nH]n2)c1
    i	?	5.1%	5%	-2%	5%	-25%	-18%	-13%
> CN(C)S(=O)(=O)N(CC(=O)Nc1ccccc1F)c1ccccc1
    i	-1%	-0.4%	-1%	-1%	-2%	-48%	2%	-2%
> COc1ccc(S(=O)(=O)N2CCN(C(=O)c3cccnc3)CC2)cc1OC
    i	-1%	-0.1%	-20%	-5%	11%	9%	-2%	1%
> CC1(c2ccccc2Cl)NC(=O)N(CC(=O)NCc2ccco2)C1=O (configuration not stated)
    i	5%	0.3%	-26%	16%	4%	4%	-5%	11%
> CCOc1ccc2nc(-c3ccccc3)nc(SCC(=O)OC)c2c1
    ?	1%	-0.7%	-18%	?	0%	1%	5%	-6%
> Cc1coc2c1c(C)cc1oc(=O)c(CC(=O)NCC(=O)NCC(=O)O)c(C)c12
    i	1%	2.4%	2%	-15%	-15%	-1%	5%	16%
> C/C(N)=C(/C#N)C(=O)CSc1nc2cc(Cl)ccc2c(=O)n1Cc1ccco1
    i	2%	-0.2%	?	12%	-3%	5%	-18%	14%
> CCc1c(C)[nH]c(=S)c(C#N)c1C
    i	2%	0.2%	2%	-1%	-1%	5%	16%	-23%
> CCCc1ccc(OCC(=O)Nc2sc(C(=O)OCC)c(C)c2C(=O)OCC)cc1
    .	-7%	-0.5%	.	.	.	2%	?	-12%
> CC(=O)Nc1nnc2n1CCS2
    i	3%	-0.6%	3%	.	.	-4%	.	-1%
> COc1ccccc1Cn1c(=S)[nH]c2ccc(Br)cc2c1=O
    i	-6%	2.4%	0%	2%	-11%	-18%	-8%	12%
> O=C(Nc1ccc(-c2nc3cc(NC(=O)c4ccc(F)cc4)ccc3o2)cc1)c1ccc(F)cc1
    i	0%	-0.4%	3%	.	.	-45%	.	-1%
> COc1ccccc1-c1nnc2sc(COc3ccc(Cl)cc3)nn12
    i	18%	0.7%	?	9%	-6%	-30%	?	-14%
> O=C(NCCCc1ccccc1)c1ccncc1
    i	-2%	-0.1%	20%	5%	-2%	3%	13%	?
> NS(=O)(=O)c1ccc(CCNC(=O)C2CCCCN2S(=O)(=O)c2ccccc2)cc1 (configuration not stated)
    i	28%	0.1%	-6%	2%	-3%[57.1 µM]	-21%	?	19%
> Cc1nc([N+](=O)[O-])c(Sc2nc3ccccc3n2C)n1Cc1ccccc1
    i	-3%	-2.8%	-6%	15µM*	-1%	-131%	-23%	?
> COc1ccc(S(=O)(=O)NCC2CCCN(Cc3ccc(C)o3)C2)cc1 (configuration not stated)
    i	1%	-0.3%	-9%	-33%[inhibitor]	-3%	0%	-9%	11%
> O=[N+]([O-])c1ccc(N2CCN(c3ccc(F)cc3)CC2)cc1
    i	-12%	0.1%	5%	4%	-1%	-42%	-17%	0%
> Cc1cccc(C(=O)Nc2nnc(SCC(=O)NC3CC3)s2)c1
    i	-9%	?	-19%	6%	-3%	-3%	?	-2%
> COc1ccccc1N1CC(C(=O)Nc2cccc(C(=O)O)c2)CC1=O (configuration not stated)
    i	-1%	-0.8%	5%	-3%	0%[57.1 µM]	-1%	7%	4%
> CCN(CC(=O)Nc1cccc(OC)c1)C(=O)c1ccco1
    ?	-6%	0.5%	.	-1%	6%	-3%	-29%	-5%
> COc1ccc(C(C(=O)Nc2ccc(C(C)C)cc2)N(C)C(=O)Cc2cccs2)cc1 (configuration not stated)
    i	-2%	5.2%	-8%	.	.	-10%	8%[9.27 µM]	-50%
> CCOc1ccc(N2C(=O)C3C(c4ccc(O)cc4)NC(CCSC)(C(=O)OC)C3C2=O)cc1 (configuration not stated)
    i	0%	2.7%	-4%	-34%[inhibitor]	-3%	0%	-10%	18%
> CCN(CC)S(=O)(=O)c1cccc(NC(=O)COC(=O)c2ccc(Br)o2)c1
    i	1%	-0.5%	-1%	-7%	-6%	-5%	6%	-23%
> O=C(O)C1C2C=CC(C2)C1C(=O)NCCC1=CCCCC1 (configuration not stated)
    i	0%	0.1%	-2%	?	5%	5%	4%	-4%
> Cc1nc2ccc(C(=O)N(C)Cc3ccco3)cn2c1N(C)CC1CCCCC1
    ?	.	0.6%[9.22 µM]	?	.	-22%	-34%	.	?
> O=C(C1CCCO1)N1N=C(c2ccc(Br)cc2)CC1c1ccco1 (configuration not stated)
    i	-3%	6.8%	-8%	10%	3%	5%	-15%	-43%
> COc1ccc(CNC(=O)c2cc(-c3ccc(C)cc3)nc3n[nH]c(-c4ccc(Br)cc4)c23)cc1
    i	0%	0.9%	-3%	.	.	3%	.	-6%
> O=C(NC(Cc1c[nH]c2ccccc12)C(=O)N/N=C/c1ccc(Br)cc1)c1cccs1 (configuration not stated)
    i	?	9.4%	-32%	?	-13%	7%	?	?
> CCN(CC)C(=O)C1=C(C)N(CCCOC)C(=O)C(CC(=O)NCc2ccco2)C1 (configuration not stated)
    i	.	2.0%	2%	.	4%	-12%	.	-7%
> Cc1nn(-c2ccc(F)cc2)c(Cl)c1/C=N/NC(=O)c1ccc(O)cc1
    i	-13%	2.9%	-6%	?	-4%	-7%	-45%	0%
> CCOC(=O)c1ccc(NC(=O)C2(S(=O)(=O)c3ccc(Cl)cc3)CC2)cc1
    i	-5%	5.3%	1%	.	.	-17%	0%	-19%
> Cn1c(C(=O)O)ccc1S(=O)(=O)N(Cc1ccccc1)Cc1ccccc1
    i	1%	-0.3%	-16%	?	-7%	-9%	-10%	5%
> CCCCC(=O)Nc1ccc(C)c(O)c1
    i	-5%	0.5%	28%	-7%	13%	-73%	.	0%
> COc1ccc(C=CC(O)CCN2CCC3CCC(C3)C2)cc1 (configuration not stated)
    i	0%	2.2%	-19%	?	9%	-16%	-4%	-9%
> O=C(CSc1n[nH]c(-c2ccncc2)n1)Nc1ccc(Cl)c(C(=O)O)c1
    i	3%	0.1%	1%	-4%	9%	1%	3%	-8%
> COCCSc1ccccc1C(=O)N1CCN(c2ccccc2)CC1
    i	-7%	-0.9%	.	-4%	-12%	8%	-8%	0%
> COc1ccc(CCOC2OC(CO)C(OC(=O)/C=C/c3ccc(O)c(OC)c3)C(O[C@H]3O[C@@H](C)[C@H](O)[C@@H](O)[C@H]3O)C2O)cc1O (some centres not stated)
    i	0%	0.2%	3%	2%	0%	-26%	12%	-26%
> CCCCOc1ccc(-c2ncc(C(=O)OCC)c(N)n2)cc1
    ?	-17%	-0.7%	36%[activator]	19%	-1%	-5%	-14%	0%
> COc1cccc(C2CC(c3c(-c4ccccc4)c4cc(Cl)ccc4[nH]c3=O)=NN2S(C)(=O)=O)c1OC (configuration not stated)
    i	?	5.8%	?	?	1%	-5%	?	?
> Cc1cccc(OCCSc2nc3ncnc(N)c3[nH]2)c1
    i	1%	0.4%	?	23%	-7%	-23%	-14%	-12%
> O=C(c1cc2c(s1)-c1ccccc1OC2)N1CCc2ccccc2C1
    i	1%	-0.6%	42%[activator]	8%	-9%	-2%	8%	-3%

Quoted at random: 3 entries already listed, in no set order.
The line under a structure holds: ATXN viability	A549 tox	Nrf2 ARE act	ATXN2 expr inh	MCF10A rerep	EPAC2 antag	HepG2 tox	Nrf2 block	TGFb SMAD3 inh
> O=C(Nc1ccc(-c2nc3cc(NC(=O)c4ccc(F)cc4)ccc3o2)cc1)c1ccc(F)cc1
    i	0%	-0.4%	3%	.	.	-45%	.	-1%
> CCN(CC(=O)Nc1cccc(OC)c1)C(=O)c1ccco1
    ?	-6%	0.5%	.	-1%	6%	-3%	-29%	-5%
> CCN(CC)S(=O)(=O)c1cccc(NC(=O)COC(=O)c2ccc(Br)o2)c1
    i	1%	-0.5%	-1%	-7%	-6%	-5%	6%	-23%

Additional entries.
The line under a structure holds: ATXN viability	A549 tox	Nrf2 ARE act	ATXN2 expr inh	MCF10A rerep	EPAC2 antag	HepG2 tox	Nrf2 block	TGFb SMAD3 inh
> COC(=O)C1=COC(OC2OC(CO)C(O)C(O)C2O)C2C1C=CC2(O)CO (configuration not stated)
    i	-2%	0.0%	2%	-3%	-6%	-7%	3%	-3%
> Cc1cc(NC(=O)COC(=O)CC2CCCC2)c([N+](=O)[O-])cc1C
    i	2%	-0.3%	0%	-1%	-14%	-24%	10%	-11%
> COc1ccc(OCc2cc(C(=O)N(C)C(C)c3ccon3)no2)c(Cl)c1 (configuration not stated)
    i	1%	0.4%	33%[activator]	12%	2%	-19%	?	-1%
> OCC1OC(n2cnc3c(NCc4ccco4)ncnc32)C(O)C1O (configuration not stated)
    ?	?	?	?	1µM*	6%	-88%&-63%	7.3µM*!	5µM*
> Cc1ccc(NC(=O)CCC(=O)NCCO)cc1
    i	2%	-0.8%	5%	-2%	4%	-4%	6%	4%
> Cc1ccsc1C(=O)Nc1cc(Cl)ccc1-n1cncn1
    i	0%	6.9%	13%	5%	-8%	-6%	17%	3%
> COc1ccccc1CNC(=O)CN1C(=O)CSc2ccc(S(=O)(=O)N3CCCCC3)cc21
    i	-9%	-0.6%	3%	.	.	-23%	.	-9%
> CCCCSc1nnc(-c2ccccc2)c2ccccc12
    i	14%	0.2%	5%	?	-5%	-12%	5%	?

Screens from PubChem.

These rows are one share of the data; the hit share may differ from the screen's.
